D1 potentiator – potentiators of human D1 dopamine receptor | potentiation, % at 10 µM | P21728 | hit rate 0.036% among 360,000 | HEK293 TREx D1 cells, calcium flux, dopamine EC20 potentiation | AID 504651; in the data active = potentiation above about 30%; note: 0% is about no effect
Target sequence (P21728 whole entry, looked up): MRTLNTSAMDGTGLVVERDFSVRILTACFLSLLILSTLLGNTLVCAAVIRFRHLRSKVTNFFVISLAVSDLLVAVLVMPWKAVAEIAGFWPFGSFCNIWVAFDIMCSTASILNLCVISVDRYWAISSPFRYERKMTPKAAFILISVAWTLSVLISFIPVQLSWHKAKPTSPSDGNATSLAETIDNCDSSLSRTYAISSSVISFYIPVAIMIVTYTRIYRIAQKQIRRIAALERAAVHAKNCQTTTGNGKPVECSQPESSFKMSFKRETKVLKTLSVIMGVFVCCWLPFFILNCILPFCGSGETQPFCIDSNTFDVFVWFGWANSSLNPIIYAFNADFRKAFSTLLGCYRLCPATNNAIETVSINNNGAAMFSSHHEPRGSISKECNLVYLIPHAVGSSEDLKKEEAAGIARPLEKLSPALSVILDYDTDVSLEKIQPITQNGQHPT
D2 potentiator – positively modulates the human D2 dopamine receptor allosterically; P14416; HEK293 T-REx D2, calcium flux, EC20 dopamine potentiation; potentiation, % at 10 µM; hit rate 0.34% among 340,000;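 active = potentiation over 3 SD above the plate norm, cut at about 30% in these data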; note: 0% is about no effect
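Potentiation of an EC20 dopamine calcium response measured kinetically over 180 s, after a preceding 180 s compound-only read flagging agonists. Cells: inducible Hek293 Trex D2 line, 4000/well, cultured overnight at 30 C before dye loading.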
Vif-APOBEC3F blk – Vif-A3F binding inhibition. hit rate 0.2% among 390,000. HeLa A3F-eYFP + Vif (tagged APOBEC3F with the HIV-1 protein that degrades it), YFP fluorescence increase. AID 602313. Potency, µM (doses to about 46.1 µM), inactives show top-dose activity, negative = active; note: potency is the fitted concentration of half-maximal effect; % of control where 0% means no effect; nearly all actives have a fitted effect of over 65% in size
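Fluorescence increase (Ex 488/Em 500-530) after overnight compound treatment at 37 deg C flags inhibition of Vif-driven A3F-eYFP loss in stable HeLa A3F-eYFP/Vif cells seeded overnight beforehand.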
RXFP1 antag – blocks the human relaxin receptor RXFP1. Q9HBX9. activity change, negative = inhibition, % at 57.5 µM. HEK293-RXFP1, relaxin-stimulated cAMP HTRF, 30 min; stronger effect = lower value. AID 1259400. hit rate 0.59% among 350,000;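 active = activity change of -60% or lower, but not beyond a set lower limit; inconclusive = change between -60% and -40%, or beyond the set limit; inactive = change above -40%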; note: % is set by controls: 0 for no effect and ±100 for the full control effect
Vif-A3G inh – inhibitors of Vif-APOBEC3G interaction | HeLa A3G-eYFP + Vif (tagged APOBEC3G with the HIV-1 protein that degrades it), YFP fluorescence, overnight | Potency, µM (series often up to 46.1 µM), for the others: at the top dose activity, negative = active, usual class: inhibitors | hit rate 0.076% among 410,000;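 note: potency is the fitted concentration of half-maximal effect; % is set by controls: 0 for no effect and ±100 for the full control effect; nearly all actives have a fitted effect of over 60% in size; hits raise eYFP signal because A3G escapes Vif-driven loss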
Target sequence (Q9HC16 whole entry, looked up): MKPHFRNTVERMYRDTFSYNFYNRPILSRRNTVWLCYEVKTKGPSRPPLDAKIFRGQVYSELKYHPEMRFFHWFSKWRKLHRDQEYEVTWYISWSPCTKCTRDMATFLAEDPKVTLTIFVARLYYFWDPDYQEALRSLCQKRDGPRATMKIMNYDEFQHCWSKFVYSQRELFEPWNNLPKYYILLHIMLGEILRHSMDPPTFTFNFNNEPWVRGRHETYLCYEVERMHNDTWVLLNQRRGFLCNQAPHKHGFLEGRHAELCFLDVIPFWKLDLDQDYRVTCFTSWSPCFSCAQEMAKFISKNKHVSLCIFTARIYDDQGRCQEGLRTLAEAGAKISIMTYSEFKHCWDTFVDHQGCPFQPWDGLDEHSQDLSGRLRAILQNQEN
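Read-out is eYFP fluorescence (Ex 488/Em 500-530) from Vif-expressing HeLa A3G-eYFP cells; more signal means A3G escaped Vif-mediated degradation. Cells plated overnight, compound pinned in, incubated overnight at 37 deg C.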
D1 ag – activates the human D1 dopamine receptor. P21728. HEK293 T-REx D1 cells, calcium flux, agonist mode. activation, % at 2 µM. hit rate 1% among 360,000; in the data active = activation above about 30%; note: 0% is about no effect
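Agonism was scored from calcium flux recorded over 180 s (1 read/s) after pintool compound addition, following a 10-cycle baseline. Cells were inducible force-coupled HEK293 TREx D1, plated overnight at 30 C and loaded with no-wash calcium dye.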
RXFP1 ag – activates the human relaxin receptor RXFP1; Potency, µM (top dose mostly 57.5 µM), without a hit: at the top dose activation, hits mostly activators; hit rate 0.3% among 370,000; Q9HBX9; HEK293T-RXFP1 cAMP TR-FRET, 30 min; response scale: percent of porcine relaxin response, buffer zero; AID 2676; note: potency is the fitted concentration of half-maximal effect; % is set by controls: 0 for no effect and ±100 for the full control effect; nearly all actives have a fitted effect of over 60% in size; many of its hits are not listed in these tables
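cAMP rise read by TR-FRET after 30 min, 37C compound exposure (up to 58 uM) in RXFP1-transfected HEK293 cells with Ro 20174 present. EC50 from Hill-equation fits, with 29 nM porcine relaxin as 100% and buffer as basal.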
GRP78 ERSR act – inducers of ER stress response in human glioma cells; U87-MG GRP78 promoter luciferase reporter, 16 h; Potency, µM, for inactives: top-dose activation, actives largely listed as activators; hit rate 0.02% among 420,000; AID 602332; note: potency is the fitted concentration of half-maximal effect; series mostly up to about 76 µM; % of control where 0% means no effect; nearly all actives have a fitted effect of over 35% in size
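Stably transfected U87-MG glioma cells carrying a GRP78-based luciferase sensor; 16 h compound incubation. Luminescence end-point read 10 min after Bright-Glo addition at room temperature.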
D1 antagonist – antagonists of human D1 dopamine receptor. HEK293 TREx D1 cells, calcium flux, dopamine EC80; stronger effect = lower value. activity change, negative = inhibition, % at 10 µM. hit rate 3.2% among 360,000. AID 504652; in the data active = activity change below about -30%; note: % is set by controls: 0 for no effect and ±100 for the full control effect
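HEK293 T-REx cells expressing inducible, force-coupled D1 receptor; no-wash Ca dye, 30–90 min RT. Cmpd → 180 s read at 1 Hz → EC80 DA → 180 s read.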
* marks the source's active call; other numbers are inactive results; ? = inconclusive; / = no result given. Unless noted, calls come from the whole dose curve; as a rule, active = well fitted curve in the direction sought with a large enough effect; inconclusive = small, poorly fitted or top-dose-only effect, or another doubt; inactive = no such curve, though single readings can be large; an effect the other way counts as inactive or inconclusive.

SMILES	D1 potentiator	D2 potentiator	Vif-APOBEC3F blk	RXFP1 antag	Vif-A3G inh	D1 ag	RXFP1 ag	GRP78 ERSR act	D1 antagonist
CCN(CC(=O)Nc1c(F)cccc1F)C(=O)c1ccc(Cl)c(S(=O)(=O)N2CCCCC2)c1	8	-4	3%	5	3%	0	-0.6%	-3%	12
CC(=O)Nc1ccc(NC(=O)CSCc2cnn(-c3ccccc3)c2-n2cccc2)cc1	1	4	1%	-13	-2%	1	2.7%	0%	4
O=C(CCCCn1c(=O)c2ccccc2n(Cc2ccc(Cl)cc2)c1=O)NCc1ccco1	-5	/	-1%	-21	?	10	1.1%	-8%	-6
O=C(NCC1CCCO1)c1ccc(-c2ccccc2Cl)o1 (centres undefined)	-4	-15	-10%	-1	-7%	1	0.0%	3%	20
COCCNC(=O)C(c1ccc(C)o1)N(C(=O)c1snc(C(N)=O)c1N)c1cccc(C)c1 (centres undefined)	3	8	-6%	-9	2%	3	2.8%	-2%	7
COc1cc(NS(=O)(=O)c2ccc(NC(=S)NC(=O)C3CCCC3)cc2)nc(OC)n1	-12	10	-8%	-4	-1%	1	-0.4%	-7%	-35*
Cc1ccc(NC2SC(=O)N(Cc3cccc(C(=O)O)c3)C2=O)cc1 (centres undefined)	-6	-11	8%	0	6%	1	2.5%	-2%	-5
CC(=O)Nc1ccc(S(=O)(=O)NCCC(=O)N2CCC(Cc3ccccc3)CC2)cc1	-1	10	2%	5	1%	5	-0.8%	-2%	-2
COc1ccc(Cn2c(N)c(S(=O)(=O)c3cccs3)c3nc4ccccc4nc32)cc1	-4	/	-2%	5	-6%	7	22%	-2%	-7
O=C(CSc1c2c(nc3cc(Cl)ccc13)CCCC2)NCCCN1CCOCC1	-3	5	4%	18	-20%	5	13%	-12%	-6
Cc1ccc2c(CC(=O)NC3=NCCS3)coc2c1	-4	1	1%	-3	3%	2	-2.4%	6%	2
C/C(=N/OCc1ccc(Br)cc1)c1ccccn1	0	-1	-1%	-12	0%	0	1.2%	0%	-16
COc1ccc(C)cc1NC(=O)C1CCCN(S(=O)(=O)c2cccs2)C1 (centres undefined)	-5	-6	0%	-1	-4%	-3	2.5%	-1%	-3
CCc1cc(=O)oc2cc(C)cc(OCC(=O)NCc3cccnc3)c12	-4	6	6%	-1	1%	4	3.8%	-5%	-13
CCCOc1ccccc1-n1sc2c(c1=S)-c1cc(OC)cc3c1N(C(=O)C3=O)C2(C)C	6	12	-26%	-14	-10%	5	-0.5%	0%	-3
CCOC(=O)c1c(C)oc2ccc(NS(=O)(=O)c3ccc(C(=O)O)cc3)cc12	4	/	11%	7	-4%	2	-0.7%	0%	-5
O=C(OCC(=O)N1CCc2ccccc21)c1ccc[nH]c1=O	0	1	-1%	2	3%	2	1.6%	0%	7
Cc1cc(C)n(CC(=O)c2ccccc2)c(=O)c1C#N	-4	5	-7%	-13	2%	2	2.1%	-2%	6
CN(CC(=O)Nc1ccncc1)S(=O)(=O)c1ccccc1	0	-1	-8%	-6	0%	5	0.2%	-4%	-16
CCCN(C(=O)c1nn(-c2ccc(OC)c(Cl)c2)c(=O)c2c1c1ccccc1n2C)c1ccccc1F	1	-3	-1%	-11	4%	-1	1.1%	0%	7

Shown as a hit in D1 antagonist (from the list above):
Structure	D1 potentiator	D2 potentiator	RXFP1 antag	Vif-A3G inh	D1 ag	RXFP1 ag	GRP78 ERSR act	D1 antagonist
COc1cc(NS(=O)(=O)c2ccc(NC(=S)NC(=O)C3CCCC3)cc2)nc(OC)n1	-12	10	-4	-1%	1	-0.4%	-7%	-35*

Returning to the listing; the 5 compounds before the break are reprinted first.
SMILES	D1 potentiator	D2 potentiator	Vif-APOBEC3F blk	RXFP1 antag	Vif-A3G inh	D1 ag	RXFP1 ag	GRP78 ERSR act	D1 antagonist
CCOC(=O)c1c(C)oc2ccc(NS(=O)(=O)c3ccc(C(=O)O)cc3)cc12	4	/	11%	7	-4%	2	-0.7%	0%	-5
O=C(OCC(=O)N1CCc2ccccc21)c1ccc[nH]c1=O	0	1	-1%	2	3%	2	1.6%	0%	7
Cc1cc(C)n(CC(=O)c2ccccc2)c(=O)c1C#N	-4	5	-7%	-13	2%	2	2.1%	-2%	6
CN(CC(=O)Nc1ccncc1)S(=O)(=O)c1ccccc1	0	-1	-8%	-6	0%	5	0.2%	-4%	-16
CCCN(C(=O)c1nn(-c2ccc(OC)c(Cl)c2)c(=O)c2c1c1ccccc1n2C)c1ccccc1F	1	-3	-1%	-11	4%	-1	1.1%	0%	7
CNC(=S)Nc1ccc(Nc2ccccc2)cc1	-1	/	1%	-2	2%	3	0.7%	2%	8
Cc1ccc(NC(=O)CSc2nnc3ccccn23)c(Cl)c1	/	/	-1%	5	-1%	/	/	1%	/
Cc1ccccc1NC(=O)NC1(C(=O)N2CCC(O)CC2)CCCCC1	/	1	1%	-6	0%	8	-1.3%	-3%	12
O=C(Nc1sc2c(c1C(=O)O)CCCCC2)c1ccccc1	0	6	12%	-22	7%	3	1.5%	-10%	-4
CCCCOc1ccc(C(=O)NCC(c2ccc(Cl)cc2)N2CCOCC2)cc1 (centres undefined)	-2	-1	4%	-9	1%	-2	0.4%	-3%	-7
COCCC(=O)N1CCC(Oc2ccc(C(=O)N3CCC[C@H]3CO)cc2)CC1	-2	-5	4%	-9	-1%	10	3.8%	-2%	2
CCOCCCNC(=O)CN(Cc1ccc(Cl)cc1)S(C)(=O)=O	-3	-4	-10%	-1	0%	0	0.1%	-1%	9
O=C(Nc1ccc2oc(-c3cccnc3)nc2c1)c1ccc([N+](=O)[O-])o1	1	8	-5%	8	-7%	0	3.9%	-7%	0
O=C(NNC1=NCCCCC1)Nc1cccc(Cl)c1	-3	-7	17%	7	0%	3	-0.3%	0%	-4
COCCNC(=O)C(=O)Nc1ccc(Cl)cc1C	-1	5	-17%	-15	-8%	1	0.4%	1%	7
Cc1cc(C(=O)Nc2cccc(NC(=O)c3ccco3)c2)ccc1[N+](=O)[O-]	-6	5	-2%	-3	3%	3	-0.2%	0%	-23
CCn1c(/C=C/c2cccc([N+](=O)[O-])c2)nc2ccccc2c1=O	6	-10	-19%	17	-3%	0	2.0%	-5%	-1
O=C(O)CCNc1ccc2c(c1)OCCO2	1	-9	-6%	-14	-9%	6	-0.8%	-3%	-11
COc1ccc(-c2nc(C#N)c(NC(C)C)o2)cc1	-6	4	-5%	1	6%	0	2.1%	10%	-13
Cc1cc(C(=O)Nc2c(C)nn(Cc3ccc(F)cc3)c2C)no1	3	7	7%	-5	0%	2	6.1%	-1%	-7
CCOc1ccc(-c2nnc3ccc(SCc4ccc(C(=O)OC)o4)nn23)cc1	-5	4	2%	19	1%	5	2.0%	-4%	-2
CCNC(=S)N(CCc1cccc(C)c1)Cc1cc2cc(OC)c(OC)cc2[nH]c1=O	-7	-1	-4%	6	0%	1	-0.4%	-3%	-7
CCOc1ccccc1/C=N/n1nnnc1N	0	2	0%	9	-1%	3	1.4%	-3%	4
Cc1cccc(C)c1NC(=O)COC(=O)CN1C(=O)C2CCCCC2C1=O (centres undefined)	-14	18	-2%	9	0%	2	2.1%	0%	7
COc1ccc(NC(=O)Nc2cc(NC(=O)Nc3ccc(OC)cc3)c(C)nc2C)cc1	1	1	1%	0	-5%	4	0.5%	-3%	15
O=C(c1ccco1)N1CCN(C(=O)C2CCCN(S(=O)(=O)Cc3ccccc3)C2)CC1 (centres undefined)	-11	8	0%	7	1%	1	-0.7%	0%	-14
O=C(Nc1ccc(-c2ccco2)cc1)C1CCCN(Cc2ccc(CO)o2)C1 (centres undefined)	-4	-11	-1%	-6	-19%	1	-2.4%	4%	-14
COc1cccc(CNCc2ccc(OC)c3ccccc23)c1OC	-9	0	-16%	-37	-1%	50*	-3.3%	-8%	-41*
Brc1ccc(C=Nc2ccc3c(c2)OCCOCCOCCO3)s1	-8	3	-3%	5	-3%	6	0.0%	-2%	0
Cc1ccccc1/C=C/c1cccc[n+]1C	-3	-4	2%	8	8%	3	0.3%	-3%	-3
COc1ccc(C)cc1NS(=O)(=O)c1c(C(=O)N2CCC(C)CC2)c(C)n(C)c1C	0	3	-13%	-7	-3%	2	0.3%	0%	29
O=C(Cn1ccccc1=O)c1ccc(Cl)cc1	-1	-6	0%	7	-1%	0	-0.3%	-2%	10

An excerpt, so the mix of outcomes need not match the whole.
